# L3MBTL1 inh: blocks human L3MBTL1. Q9Y468. AlphaScreen L3MBTL1–H3K9me1 peptide binding. Potency, µM (series often up to 57.1 µM), for inactives: at the top dose activity, negative = inhibition, hits mostly inhibitors. 230,000 compounds, 0.66% hits; also: potency is read from the fitted curve at half-maximal effect; % is scaled to controls: 0 for no effect and ±100 for the full control effect; nearly all actives have a fitted effect of over 60% in size
#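 L3MBTL1 (50 nM) pre-complexed 30 min with biotinylated H3(1-15)K9me1 peptide (75 nM), then compounds added for 30 min at room temperature; AlphaScreen streptavidin donor/nickel chelate acceptor beads (10 ug/mL final) read after 30 min dark incubation.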
# HTT aggregate: reduces HttQ103-GFP aggregates in PC12 cells. AID 1688. PC12 HttQ103-GFP aggregates, Acumen cytometry, 40 h. Potency, µM (top dose mostly 46.1 µM), for inactives: top-dose activity change, negative = inhibition, actives largely listed as inhibitors. 220,000 compounds, 1.1% hits; also: potency is read from the fitted curve at half-maximal effect; % is scaled to controls: 0 for no effect and ±100 for the full control effect; nearly all actives have a fitted effect of over 60% in size
#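 Huntingtin Q103 exon 1–GFP aggregates in induced PC12 cells (100 nM tebufenozide) were quantified by cytometry from lysates, with compounds dosed in titration.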
# Epigenetic reg: epigenetic control regulation, reporter derepression; murine LDR cells, GFP reporter derepression, 30 h; Potency, µM (doses to about 53.9 µM), inactives show at the highest dose GFP activation, most hits filed as activators; 280,000 compounds, 0.2% hits; AID 1865; also: potency is read from the fitted curve at half-maximal effect; % of control where 0% means no effect; nearly all actives have a fitted effect of over 60% in size
#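 Derepression of a silenced CMV-GFP reporter in murine LDR cells is scored by enumerating GFP-positive cells with a laser-scanning microplate cytometer after 30 hours of treatment at 37 C.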
# IMPase Li cell: IMPase inhibition in cells with lithium potentiation. CHO-M1 cells, IP1 TR-FRET (IP-One), carbachol + lithium. Potency, µM (titrated, usually from 59.4 µM), for inactives: at the top dose activity, negative = IMPase inhibition, usual class: inhibitors. 210,000 compounds, 0.35% hits. AID 1457;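 also: IP1 builds up when IMPase is blocked and the TR-FRET signal falls; potency is read from the fitted curve at half-maximal effect; plate controls were basal vehicle for no effect and high inhibitor control for full effect; nearly all actives have a fitted effect of over 50% in size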
#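 Test compounds were applied to CHO-M1 cells previously cultured for 16–30 h at 2000 per well. A small lithium amount accompanied them; after 30 min at 37C, IP1 was quantified by TR-FRET.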
# KinaseGlo FLuc: blocks Kinase-Glo luciferase, a counter-screen artifact | Q27757 | Kinase-Glo luciferase, ATP luminescence, 8 min | Potency, µM (titrated, usually from 38.3 µM), for the others: at the top dose activity change, negative = inhibition, actives largely listed as inhibitors | 200,000 compounds, 0.28% hits; also: potency is read from the fitted curve at half-maximal effect; % is scaled to controls: 0 for no effect and ±100 for the full control effect; nearly all actives have a fitted effect of over 60% in size
#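 Compound is pinned into ATP-containing buffer (10 uM ATP, imidazole pH 7.2, 7 mM MgCl2). Kinase-Glo luciferase reagent is then added. Light output is recorded following an 8-min room-temperature incubation.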
# CBFb-RUNX1 inh: blocks binding between human CBF-beta and RUNX1 | Q01196+Q13951 | AlphaScreen CBFb-His/RUNX1-biotin binding, biochemical | Potency, µM (series often up to 59.8 µM), for inactives: at the highest dose activity, negative = inhibition, most hits filed as inhibitors | 230,000 tested, under 10 active; also: % of control where 0% means no effect
# Target sequence (Q01196 whole entry, looked up): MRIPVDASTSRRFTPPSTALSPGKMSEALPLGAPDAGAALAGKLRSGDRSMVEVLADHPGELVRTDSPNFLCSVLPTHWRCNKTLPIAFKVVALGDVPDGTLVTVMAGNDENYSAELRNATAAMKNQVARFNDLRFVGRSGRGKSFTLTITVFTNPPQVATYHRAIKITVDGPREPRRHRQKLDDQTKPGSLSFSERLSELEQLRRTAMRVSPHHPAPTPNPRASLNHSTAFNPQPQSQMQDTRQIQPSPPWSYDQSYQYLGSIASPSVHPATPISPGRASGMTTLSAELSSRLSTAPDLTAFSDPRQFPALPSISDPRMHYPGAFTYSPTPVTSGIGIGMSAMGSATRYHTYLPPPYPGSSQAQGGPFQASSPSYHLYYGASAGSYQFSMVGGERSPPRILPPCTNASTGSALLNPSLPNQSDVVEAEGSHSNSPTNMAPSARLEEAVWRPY
# Target sequence (Q13951 whole entry, looked up): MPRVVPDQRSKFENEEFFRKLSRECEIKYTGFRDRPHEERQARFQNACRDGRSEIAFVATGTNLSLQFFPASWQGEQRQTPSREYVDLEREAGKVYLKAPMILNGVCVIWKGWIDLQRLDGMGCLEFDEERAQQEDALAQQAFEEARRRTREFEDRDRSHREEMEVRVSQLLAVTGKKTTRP
#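 Read-out: AlphaScreen. Format: His-CBF-beta with biotinylated RUNX1 (30 nM each) preincubated 20 min, compound 15 min, Ni-chelate plus streptavidin beads 90 min; room temperature throughout.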
# NPSR antagonist: antagonists of human neuropeptide S receptor cAMP signaling; Q6W5P4; CHO-NPSR cells, cAMP TR-FRET, antagonist mode; Potency, µM (top dose mostly 38.3 µM), without a hit: at the highest dose activity change, negative = inhibition, actives largely listed as inhibitors; 220,000 compounds, 1% hits; AID 1461; also: potency is read from the fitted curve at half-maximal effect; % is scaled to controls: 0 for no effect and ±100 for the full control effect; nearly all actives have a fitted effect of over 50% in size; many of its hits are not listed in these tables
# Target sequence (Q6W5P4 whole entry, looked up): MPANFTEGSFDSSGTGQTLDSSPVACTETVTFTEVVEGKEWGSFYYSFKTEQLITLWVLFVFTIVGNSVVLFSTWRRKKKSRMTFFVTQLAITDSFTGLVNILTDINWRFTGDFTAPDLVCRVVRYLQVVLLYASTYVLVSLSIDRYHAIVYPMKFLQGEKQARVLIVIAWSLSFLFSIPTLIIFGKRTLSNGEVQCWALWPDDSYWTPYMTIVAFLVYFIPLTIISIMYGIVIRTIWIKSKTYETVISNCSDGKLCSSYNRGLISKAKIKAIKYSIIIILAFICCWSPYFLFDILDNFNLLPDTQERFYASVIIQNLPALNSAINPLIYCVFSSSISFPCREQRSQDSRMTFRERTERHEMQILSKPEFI
# * hit, by the source's call; ? = inconclusive; nt = no result given; & = joins results of further samples; [ ] = remark or other dose. Calls follow the shape of the dose curve; as a rule, active = well fitted curve in the direction sought with a large enough effect; inconclusive = small, poorly fitted or top-dose-only effect, or another doubt; inactive = no such curve, though single readings can be large; an effect the other way counts as inactive or inconclusive. The list is partial, so the mix of outcomes need not match the whole.
# Every second line gives: L3MBTL1 inh	HTT aggregate	Epigenetic reg	IMPase Li cell	KinaseGlo FLuc	CBFb-RUNX1 inh	NPSR antagonist
COC(=O)[C@H]1C[C@@H]1[C@H](NS(=O)(=O)c1ccccc1)c1ccccc1
 : 2%	-1%	-1.7%&1.0%	15%&-2%	1%&0%	8%[2.36 µM]	7%
Cc1ccc(-c2nnc(SCC(=O)NC3CCCc4ccccc43)n2N)cc1 (stereo unspecified)
 : 2%	-10%	1.0%	-3%	1%	-7%	15%
O=C(/C=C/c1cccc([N+](=O)[O-])c1)Nc1ccc(NC(=O)c2cccs2)cc1
 : 0%	8%	0.0%	11%	0%	5%	18%
Cc1cc(C)n(-c2nc3ccccc3nc2N2CCN(C(=O)c3ccc(Cl)cc3)CC2)n1
 : -9%[11.4 µM]	-4%	-2.1%	30%[38.3 µM]	9%	25%	-22%[46.1 µM]
CN(C)c1ccnc(Nc2ccc(O)cc2)c1C#N
 : -20%	3%	-0.1%	5%	-1%	-5%	5%
COc1ccccc1NC(=O)CSc1nnc(-c2ccncc2)o1
 : -5%	5%	-11%	7%[38.3 µM]	-9%	15%	-8%[46.1 µM]
Cc1cccc(N2CCN(S(=O)(=O)c3cccc4nonc34)CC2C)c1 (stereo unspecified)
 : nt	-30%	-2.1%	8%	3%	-6%	-15%
S=C(NCc1cccs1)NCC1CCCO1 (stereo unspecified)
 : -13%	3%	0.9%	4%	-4%	-9%	8%
CC(C)c1onc(C(=O)NCc2ccccn2)c1[N+](=O)[O-]
 : nt	-1%	2.8%	-3%	-1%	1%	21%
CC1(C)C(c2ccccc2)=[N+]([O-])CN1O
 : -1%	-9%	-0.2%	?	-4%	-5%	-8%[46.1 µM]

# Single values from the results shown.
# NPSR antagonist, `COC(=O)[C@H]1C[C@@H]1[C@H](NS(=O)(=O)c1ccccc1)c1ccccc1` stands at 7%
# IMPase Li cell, `CC(C)c1onc(C(=O)NCc2ccccn2)c1[N+](=O)[O-]` stands at -3%
# KinaseGlo FLuc, `CC1(C)C(c2ccccc2)=[N+]([O-])CN1O` stands at -4%

# Next results follow:
# Every second line gives: L3MBTL1 inh	HTT aggregate	Epigenetic reg	IMPase Li cell	KinaseGlo FLuc	CBFb-RUNX1 inh	NPSR antagonist
O=C(c1ccccc1[N+](=O)[O-])N1CCc2ccccc2C1
 : 6%	-8%	-7.7%	2%	1%	-1%	13%
CCS(=O)(=O)Nc1ccc2c(c1)OCO2
 : -13%	-3%[9.22 µM]	-1.0%	5%	-5%	-3%	-7%
C[C@H]1C2=C3C(C[C@H]4C(=O)N(c5ccccc5)C(=O)[C@H]4[C@H]3[C@@]3(Cc4ccccc4)C(=NCCc4c[nH]c5ccccc45)OC(=O)N3C2=O)[C@H]2C(=O)N(c3ccccc3)C(=O)[C@H]21 (stereo partly specified)
 : nt	nt	1.3%	-2%	-2%	-9%	nt
N#CCC(=O)N1CCCCCC1
 : 3%	1%	-1.2%	-5%[38.3 µM]	2%	4%	-2%[7.67 µM]
CCc1ccccc1-n1nnnc1-c1cnccc1C(F)(F)F
 : 2%	-14%[9.22 µM]	1.6%	nt	nt	19%	0%
COc1ccc2c(c1)C=C([C@@H]1C[C@H]3CN(c4ccccc4)C(=O)[C@]34CCCN14)CO2
 : -27%	4%	0.3%	34%[activator]	-1%	10%	41%
O=C(Cc1ccccc1)Nc1c2c(nn1-c1cccc(Cl)c1)CS(=O)(=O)C2
 : 4%	-10%	0.0%	5%	-3%	7%	-7%[46.1 µM]
COc1ccc(-c2cc3ccccc3n2CC(O)CN2CCCCC2)cc1 (stereo unspecified)
 : nt	-33%[9.22 µM]	2.0%	nt	nt	5%	-8%
O=C(CCCN1C(=O)/C(=C\c2ccccc2)SC1=S)Nc1ccc(O)cc1
 : -30%	16%[9.22 µM]	-4.9%	33%[activator]	-2%	?	-34%
Cc1cc(C)[n+](-c2ccc(F)cc2)c2[nH]c(=O)[nH]c(=O)c12
 : 18%	1%	-1.1%	-17%	2%	3%	9%
O=C(Cn1cncn1)NCc1cc(F)ccc1F
 : -1%	-19%	-1.9%	1%	5%	8%	-11%
O=P(O)(O)c1ccccc1OCCOCCOc1ccccc1P(=O)(O)O
 : -1%	10%	-4.1%	13%[38.3 µM]	-1%	-5%	-5%[46.1 µM]
CCOc1ccc(NC(=S)Nc2ccc(OCC)cc2)cc1
 : 1%	0%	-4.2%	7%	-1%	0%	-5%
Cc1ccc(CN(C)CC(=O)Nc2ccc3c(c2)CCC3)cc1
 : -6%[11.4 µM]	10%	-0.1%	7%	0%	9%	-18%
Oc1c(C=Nc2ccccc2)sc2ccccc12
 : 6%	-39%[9.22 µM]	0.0%	-1%	2%	6%	6%
COc1ccc(N2C(=O)CC(Sc3nnnn3-c3ccc(F)cc3)C2=O)cc1 (stereo unspecified)
 : 20%	-2%[9.22 µM]	?	8%	1%	-5%	-21%
O=S(=O)(Nc1cccc2cn[nH]c12)c1ccc(F)cc1
 : nt	19%	-1.1%	5%[38.3 µM]	0%	3%	-8%[46.1 µM]
Clc1ccc(/C=C/c2nc3ccccc3[nH]2)c(Cl)c1
 : 21%	?	-2.1%	-9%[38.3 µM]	7.1µM*	27%	-17%[46.1 µM]
O=C(NC1CCCC1)C(c1ccsc1)N(C(=O)Cc1cccs1)c1ccccc1 (stereo unspecified)
 : 8%	-3%	-1.9%	5%	1%	3%	-11%[46.1 µM]
COc1ccc(C2=C(C#N)C(=O)OC2)cc1
 : 8%	14%	-0.2%	-3%[38.3 µM]	-3%	2%	-11%[46.1 µM]
COc1ccccc1N1CCN(S(=O)(=O)c2ccc(Cl)s2)CC1
 : nt	-22%	2.4%	33%[38.3 µM]	3%	16%	-18%[46.1 µM]
O=C(Nc1ccccc1)Nc1ccncc1
 : 12%	-3%	-1.1%	?	-13%	17%	14%
CC(=O)N1N=C(c2ccco2)CC1c1cccs1 (stereo unspecified)
 : -4%	?	?	12%[38.3 µM]	1%	-21%	-5%[46.1 µM]
CC(=O)c1ccc(N2CCN(C(=S)Nc3ccc(Oc4ccccc4)cc3)CC2)cc1
 : -7%	13µM*	15%	22%	-1%	-12%	-19%
COCCCN(C(=S)Nc1cc(Cl)cc(Cl)c1)C(C)c1ccccn1 (stereo unspecified)
 : nt	6%[9.22 µM]	3.1%	nt	nt	14%	?
COc1cc(NS(=O)(=O)c2ccc(NC(=S)NC(=O)/C=C/c3ccco3)cc2)ncn1
 : ?	?	-1.7%	-5%	1%	-3%	10µM*
CN1CCc2c(sc3c2C(=O)NC(c2ccco2)N3)C1 (stereo unspecified)
 : -9%	5%	-7.2%	11%[38.3 µM]	0%	-20%	9%[46.1 µM]
N#CCCn1c(=S)[nH]c2ccccc21
 : nt	-9%	0.8%	20%[38.3 µM]	-2%	-3%	3%[46.1 µM]
COc1ccc(-n2c(SCC(=O)Nc3ccc([N+](=O)[O-])cc3OC)nc3ccccc32)cc1
 : -9%	-8%	-3.0%	3%	-4%	-9%	-8%
Cc1ccccc1C(=O)Nc1ccnc(-c2ccncc2)n1
 : -24%	2%	-0.3%	-7%	0%	-17%	4%
CC1(C)OC(=O)C(=CNC(CO)C(=O)O)C(=O)O1 (stereo unspecified)
 : nt	6%	-3.7%	0%	4%	3%	24%
COc1cccc(C(=O)Nc2ncc3c(n2)CC(c2ccc(OC)cc2OC)CC3=O)c1 (stereo unspecified)
 : -2%	-5%	-0.7%	15%[38.3 µM]	-2%	-4%	-5%[46.1 µM]
Cc1ccc2c(c1)C(=O)CC(O)(C(F)F)O2 (stereo unspecified)
 : -1%	-3%[9.22 µM]	-3.2%	nt	nt	6%	16%
Cc1occc1-c1nnc(SCC(=O)Nc2ccc3c(c2)OCO3)n1CC1CCCO1 (stereo unspecified)
 : 1%	12%	1.5%	7%[38.3 µM]	0%	1%	4%[7.67 µM]
O=C1CC(NCCC2=CCCCC2)C(=O)N1c1cccc(Cl)c1Cl (stereo unspecified)
 : -3%	-16%	-0.2%	-17%[38.3 µM]	2%	5%	-18%[46.1 µM]
Cc1nn(-c2ccccc2)c(C)c1/C=N/NC(=O)c1cc(C2CC2)[nH]n1
 : 11%	-18%	0.9%	30%[38.3 µM]	-3%	10%	-12%[46.1 µM]
O=C(CSc1nc2ccccc2n1CCc1ccccc1)c1ccc(O)c(O)c1
 : 3.2µM*	?	2.4%	10%	1%	nt	-6%
O=C(/C=C/c1ccccc1)NCCSCc1ccccc1Cl
 : 19%	-17%	-3.4%	22%	2%	9%	-17%[46.1 µM]
N/C(=N\OC(=O)c1ccc2c(c1)OCO2)c1ccc(Br)cc1
 : 14%	32%	3.3%	6%	-7%	2%	9%
C(=N\N1CCN(Cc2cccc3ccccc23)CC1)/c1cccnc1
 : 51%	?	-4.4%	19%[38.3 µM]	2%	3%	-13%[46.1 µM]
OC(COCC1COc2ccccc2O1)CN1CCCCC1 (stereo unspecified)
 : -2%	-8%	-1.0%	8%	3%	6%	25%
Cc1cc(C(=O)CSc2nnnn2C)c(C)n1CCc1ccc(F)cc1
 : -2%	16%[9.22 µM]	-9.7%	4%[38.3 µM]	2%	1%	?
Cc1nn(C)c(C(=O)NNC(=O)Nc2cccc(C(F)(F)F)c2)c1Cl
 : -1%	-17%	-4.5%	5%	1%	5%	0%
CCn1c(SCC(=O)O)nnc1-c1ccc2[nH]c(C)c(C)c2c1
 : -9%	9%	-5.0%	-6%	1%	?	-2%
COc1ccc2c(c1)C1(Nc3ccccc3C(=O)N1c1ccccc1)C(=O)N2 (stereo unspecified)
 : -3%	2%[9.22 µM]	1.9%	10%[38.3 µM]	-5%	5%	-7%[46.1 µM]
Cc1ccc(S(=O)(=O)N2CCC(n3nnc4cc(C)ccc43)CC2)cc1
 : -10%	7%	3.3%	13%	3%	-3%	-24%[46.1 µM]
O=C(c1cccc(Br)c1)N1CCN(C(=O)N2CCCCC2)CC1
 : -6%	-15%	0.0%	-2%	-3%	17%	-9%[46.1 µM]
COc1ccccc1/C=C(/C(=O)OCC(=O)N(C)Cc1ccccc1)c1ccccc1
 : -15%	19%	2.1%	7%	4%	1%	-41%
O=C(C1CC(=O)N(C2CCCC2)C1)N1CCC(Cc2ccccc2)CC1 (stereo unspecified)
 : -1%	-29%	0.8%	3%[38.3 µM]	-4%	0%	-13%[46.1 µM]
CCOC(=O)C1CCN(C(=O)c2cc(S(=O)(=O)N3CCOCC3)c(Cl)cc2Cl)CC1
 : 4%	-2%	0.0%	-8%[38.3 µM]	0%	4%	-21%[46.1 µM]

# Records listed so far that bear a hit mark in NPSR antagonist.
canonical_smiles | L3MBTL1 inh | HTT aggregate | Epigenetic reg | IMPase Li cell | CBFb-RUNX1 inh | NPSR antagonist
COc1cc(NS(=O)(=O)c2ccc(NC(=S)NC(=O)/C=C/c3ccco3)cc2)ncn1 | ? | ? | -1.7% | -5% | -3% | 10µM*
